Cdc42 wt GTP: modulators of GTP binding to wildtype Cdc42, primary screen, biochemical, multiplex bead flow cytometry, Bodipy-GTP; AID 761, 2007; actives 0.2% (n = 190,000); GST-Cdc42 beads; actives lie on both sides; Cell division control protein 42 homolog (Homo sapiens), P60953; percent activity (GTP binding), % at 10 µM;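 active means percent activity GTP binding at least 20 points away from the 100% baseline, either down as inhibitor or up as activator; inconclusive means compound flagged as likely green fluorescent from well-wide comparison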;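 further: median bead fluorescence of bound Bodipy-FL-GTP at 100 nM; 0% = excess unlabeled GTP control and 100% = no compound control; below 100% means less GTP binding so inhibitor and above means activator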
Target sequence (P60953 whole entry, looked up): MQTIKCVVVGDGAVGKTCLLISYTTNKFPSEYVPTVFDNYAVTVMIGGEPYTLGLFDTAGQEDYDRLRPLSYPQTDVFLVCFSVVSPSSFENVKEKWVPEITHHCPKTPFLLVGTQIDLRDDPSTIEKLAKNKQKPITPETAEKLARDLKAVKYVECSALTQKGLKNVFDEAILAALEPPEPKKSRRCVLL
Rab7 wt GTP bind: modulators of GTP binding to Rab7, primary screen, biochemical, wildtype, multiplex bead flow cytometry; Rab7 GTPase wild type (dog), Bodipy-FL-GTP binding; GST-Rab7 beads, fluorescent GTP binding; actives lie on both sides; untreated = 100%, excess cold GTP = 0%; GTP binding activity (percent of control), % at 10 µM; actives 0.055% (n = 190,000);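 active means fluorescent GTP binding to Rab7 beads changed by at least 20 points from the 100% baseline, either direction, mostly lower; inconclusive means compound itself probably fluorescent, or too few beads counted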;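 further: median green fluorescence of bound Bodipy-FL-GTP per Rab7 bead population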
Bcl-XL Bim block: inhibitors of Bim-Bcl-XL binding, primary screen, biochemical, multiplexed, bead flow cytometry, human Bcl-XL; actives 0.04% (n = 190,000); AID 1007, 2008; Bim peptide-Bcl-XL binding, fluorescence; inhibition, % at 10 µM
Target sequence (Q07817 whole entry, looked up): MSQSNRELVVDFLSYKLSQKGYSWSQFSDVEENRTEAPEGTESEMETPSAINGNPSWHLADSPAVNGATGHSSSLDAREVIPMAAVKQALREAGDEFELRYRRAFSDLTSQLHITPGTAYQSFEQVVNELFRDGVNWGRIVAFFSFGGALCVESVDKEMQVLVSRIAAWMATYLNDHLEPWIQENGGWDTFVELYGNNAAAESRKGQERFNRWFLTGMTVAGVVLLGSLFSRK
HRas wt GTP bind: modulators of GTP binding to HRas wildtype, primary screen, biochemical, bead-based flow cytometry, multiplex; GTPase HRas (Homo sapiens), P01112; actives 0.14% (n = 190,000); GTP binding activity, % at 10 µM; AID 759, 2007; GST-Ras wt beads, Bodipy-FL-GTP binding; actives lie on both sides;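 active means GTP binding activity at least 20% away from the 100% baseline, either lowered as inhibitor or raised as activator; inconclusive means flagged as likely green fluorescent, judged across all proteins in the well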;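 further: 0% = unlabeled GTP competition control and 100% = no-compound control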
Target sequence (P01112 whole entry, looked up): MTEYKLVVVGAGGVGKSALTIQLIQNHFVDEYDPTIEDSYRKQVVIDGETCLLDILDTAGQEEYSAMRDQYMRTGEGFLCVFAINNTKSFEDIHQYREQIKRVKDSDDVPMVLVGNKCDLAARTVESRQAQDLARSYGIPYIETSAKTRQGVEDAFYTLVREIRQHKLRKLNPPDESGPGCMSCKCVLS
Bfl-1 Bim block: inhibitors of Bim binding to Bfl-1, primary screen, biochemical, multiplexed, bead-based flow cytometry; Bcl-2-related protein A1 (Homo sapiens), Q16548; Bim-Bfl-1 binding inhibition; inhibition, % at 10 µM; actives 0.12% (n = 190,000); AID 1008, 2008;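 further: 0% = wells without compound plus tracer and 100% = blocker peptide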
Bim-Bcl-W: inhibitors of Bim binding to Bcl-W, primary screen, biochemical, multiplexed, bead-based flow cytometry; Bcl-2-like protein 2 (Homo sapiens), Q92843; Bim peptide-Bcl-W binding; inhibition, % at 10 µM; actives 0.02% (n = 190,000); AID 952, 2007;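 further: 0% = bound tracer without compound and 100% = peptide blocker; higher means less fluorescent Bim peptide bound to Bcl-W beads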
Target sequence (Q92843 whole entry, looked up): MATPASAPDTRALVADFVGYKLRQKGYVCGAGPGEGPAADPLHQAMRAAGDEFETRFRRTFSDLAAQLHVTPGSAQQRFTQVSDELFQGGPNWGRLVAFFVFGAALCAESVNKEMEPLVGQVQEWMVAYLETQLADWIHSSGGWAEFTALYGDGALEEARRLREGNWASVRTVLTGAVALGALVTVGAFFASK
Bcl-B Bim block: inhibitors of Bim-Bcl-B binding, primary screen, biochemical, multiplexed, human Bcl-2 family | Bcl-2-like protein 10 (Homo sapiens), Q9HD36 | bead-based flow cytometry, Bim peptide-Bcl-B binding | inhibition, % at 10 µM | actives 0.073% (n = 190,000) | AID 951, 2007;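 further: 0% = tracer peptide without compound and 100% = reference inhibitor peptide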
Target sequence (Q9HD36 whole entry, looked up): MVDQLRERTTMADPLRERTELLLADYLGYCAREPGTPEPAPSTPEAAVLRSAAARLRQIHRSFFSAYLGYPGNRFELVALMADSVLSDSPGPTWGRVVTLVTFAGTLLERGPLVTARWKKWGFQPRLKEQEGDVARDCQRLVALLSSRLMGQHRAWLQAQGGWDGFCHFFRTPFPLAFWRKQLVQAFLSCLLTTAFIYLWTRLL
Rab2 wt GTP: modulators of GTP binding to Rab2A wildtype, primary screen, biochemical, dog, bead-based flow cytometry, multiplex; GTP binding activity, % at 10 µM; actives 0.19% (n = 190,000); GST-Rab2 wt beads, Bodipy-GTP binding; Ras-related protein Rab-2A (Canis lupus familiaris), P61105; AID 760, 2007;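 active means GTP binding activity at least 20 points away from 100%, either lowered or raised; inconclusive means signal likely due to the compound's own green fluorescence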;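 further: 0% = beads with excess unlabeled GTP and 100% = no-compound control corrected for plate trend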
Bcl-2 Bim block: inhibitors of Bim-Bcl-2 binding, primary screen, biochemical, multiplexed, human Bcl-2 family | Apoptosis regulator Bcl-2 (Homo sapiens), P10415 | Bead-based flow cytometry, Bim peptide-Bcl-2 binding | inhibition, % at 10 µM | actives 0.06% (n = 190,000); in the data active means inhibition above about 40%; inconclusive means no clear call, values can overlap the other calls;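 further: 0% = no compound wells with probe peptide and 100% = reference peptide inhibitor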
Rac1 wt modul: wildtype Rac1 GTP binding modulators, primary screen, biochemical, GST-Rac1 beads, flow cytometry, multiplex. AID 757, 2007. fluorescent GTP binding; actives lie on both sides; 0 = cold GTP competed, 100 = untreated. GTP binding activity (% of control), % at 10 µM. actives 0.27% (n = 190,000);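 active means GTP binding activity at least 20 points away from the 100% control level, either lower or higher; inconclusive means compound flagged as likely green fluorescent, judged across all proteins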
Rac1 mut GTP: GTP binding modulators of activated mutant Rac1, primary screen, biochemical, bead-based flow cytometry, multiplex, fluorescent GTP; Ras-related C3 botulinum toxin substrate 1 (Homo sapiens), P63000; GST-Rac1 activated beads; actives lie on both sides; 100% means binding = to untreated wells; percent activity (GTP binding), % at 10 µM; actives 0.11% (n = 190,000);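 active means GTP binding at least 20 percentage points away from the 100% baseline, in either direction, so actives lie on both sides; inconclusive means Compound likely fluorescent itself, or too few beads counted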
* marks the source's active call; other numbers are inactive results; ? = inconclusive; . = not tested or not shown. Unless noted, no stated cut-off is given here; in the data, active means inhibition above about 40%.

SMILES | Cdc42 wt GTP | Rab7 wt GTP bind | Bcl-XL Bim block | HRas wt GTP bind | Bfl-1 Bim block | Bim-Bcl-W | Bcl-B Bim block | Rab2 wt GTP | Bcl-2 Bim block | Rac1 wt modul | Rac1 mut GTP
CC(=O)NC(C(=O)c1ccccc1)C(=O)c1ccccc1 | 100 | 93 | -6 | 99 | -2 | -6 | -2 | 96 | -4 | 101 | 98
COc1cc2c(cc1NC(=O)c1cccc([N+](=O)[O-])c1)oc1ccccc12 | 103 | 100 | -2 | 102 | -9 | 3 | -7 | 101 | -4 | 103 | 102
O=C(COC(=O)c1ccc(S(=O)(=O)Nc2ccccc2)cc1)NCCN1C(=O)CSC1=O | 102 | 99 | -4 | 100 | 1 | -3 | 0 | 99 | -3 | 100 | 97
Cc1ccc(C(=O)Nc2cccc(C(=O)NCc3ccco3)c2)cc1 | 98 | 98 | -1 | 97 | -1 | -2 | -3 | 95 | -4 | 96 | 96
Cc1nnc(N(CCC#N)CCC#N)s1 | 101 | 104 | 0 | 101 | -1 | -2 | -2 | 99 | -1 | 105 | 98
CN/S(=N/S(=O)(=O)c1ccccc1)c1ccc(C)cc1 (stereo not given) | 102 | 97 | -2 | 100 | -1 | -4 | -1 | 98 | -6 | 100 | 98
COc1ccc2nc(-c3ccccc3)[nH]c2c1 | 105 | 101 | -6 | 103 | -9 | 0 | -6 | 103 | -3 | 108 | 101
CCOC(=O)Cc1nnc(Nc2cc(C)ccc2C)c2ccccc12 | 96 | 98 | 1 | 97 | -2 | 0 | 0 | 96 | 0 | 101 | 96
CC(C)(C)N(Cc1ccccc1)C(=O)c1ccc(Cl)cc1[N+](=O)[O-] | 94 | 100 | 0 | 84 | -1 | 2 | -6 | 99 | -1 | 80 | 90
CCCc1nc2c(C)cc(-c3nc4ccccc4n3C)cc2n1Cc1ccc(-c2ccccc2C(=O)O)cc1 | . | . | 1 | . | 0 | -1 | 0 | . | 1 | . | .
Cc1ccc(S(=O)(=O)N/N=C2\C(=O)C3(C)CCC2C3(C)C)cc1 (stereo not given) | 93 | 94 | 3 | 93 | 0 | 1 | -4 | 92 | 0 | 98 | 91
O=C(NC12CC3CC(CC(C3)C1)C2)N1CCN(C(=O)C2CCCO2)CC1 (stereo not given) | ? | ? | 0 | ? | -1 | 0 | -3 | ? | -1 | ? | ?
COc1cc2c3nnc(-c4ccc(F)cc4)c-3cn(Cc3ccc(C)cc3)c2cc1OC | 101 | 99 | -2 | 104 | -1 | 9 | 6 | 103 | 4 | 105 | 104
COc1nc(Nc2cccc(C(F)(F)F)c2)nc(OC)n1 | 95 | 96 | -6 | 99 | -9 | 1 | -3 | 95 | -10 | 94 | 98
Nc1nc(Nc2cccc3ccccc23)nc(C2CCCC2=O)n1 (stereo not given) | 101 | 104 | 0 | 102 | 0 | -2 | -10 | 100 | 3 | 104 | 101
O=C(NCc1cccs1)C1CCCN1C(=O)Nc1ccc(Cl)cc1 (stereo not given) | 94 | 106 | 0 | 101 | -6 | 4 | 0 | 95 | 0 | 100 | 96
O=C(O)c1ccc(Sc2ccccn2)c([N+](=O)[O-])c1 | 97 | 104 | -1 | 96 | 6 | 0 | 0 | 98 | -1 | 97 | 93
COc1cc2c(cc1OC)C(c1cccs1)NCC2 (stereo not given) | 104 | 101 | -6 | 104 | -11 | -1 | -9 | 103 | -7 | 108 | 100
COc1ccc(-c2nc(-c3ccccc3)[nH]c(=O)c2C#N)cc1 | 94 | 101 | -2 | 95 | -1 | -3 | -1 | 94 | 2 | 93 | 94
COc1ccc(S(=O)(=O)NC(C)C(=O)Nc2cccc([N+](=O)[O-])c2)cc1 (stereo not given) | 102 | 101 | 8 | 102 | 13 | 8 | 0 | 99 | 9 | 104 | 99
Cc1cc(C)nc(NS(=O)(=O)c2ccc(N3C(=O)C4C5C=CC(C5)C4C3=O)cc2)n1 (stereo not given) | 100 | 105 | -3 | 100 | -2 | -3 | -5 | 99 | -3 | 103 | 98
CC(C)(C)c1csc(NNC(=O)c2ccc(Br)cc2)n1 | 95 | 105 | -4 | 98 | 0 | -7 | -9 | 96 | -5 | 94 | 93
CC(C)COc1nc2ccccc2nc1C(C#N)C(=O)NC1CCCCC1 (stereo not given) | 99 | 97 | -2 | 100 | 0 | -5 | -4 | 96 | 0 | 101 | 99
Cc1onc(-c2ccccc2)c1C(=O)N/N=C/c1cc(Br)c(Br)o1 | 102 | 97 | -4 | 102 | 0 | -2 | -6 | 100 | 0 | 101 | 99
O=C(NNC(=O)c1ccccc1-n1cccc1)c1cccc(Cl)c1 | 100 | 105 | -2 | 102 | -12 | 3 | -7 | 103 | -9 | 103 | 99

Part of the list above, with values under each structure:
Order of values – Cdc42 wt GTP	Rab7 wt GTP bind	Bcl-XL Bim block	HRas wt GTP bind	Bfl-1 Bim block	Bim-Bcl-W	Bcl-B Bim block	Rab2 wt GTP	Bcl-2 Bim block	Rac1 wt modul	Rac1 mut GTP
O=C(COC(=O)c1ccc(S(=O)(=O)Nc2ccccc2)cc1)NCCN1C(=O)CSC1=O
 : 102	99	-4	100	1	-3	0	99	-3	100	97
Cc1ccc(C(=O)Nc2cccc(C(=O)NCc3ccco3)c2)cc1
 : 98	98	-1	97	-1	-2	-3	95	-4	96	96
Cc1nnc(N(CCC#N)CCC#N)s1
 : 101	104	0	101	-1	-2	-2	99	-1	105	98

New compounds follow
SMILES | Cdc42 wt GTP | Rab7 wt GTP bind | Bcl-XL Bim block | HRas wt GTP bind | Bfl-1 Bim block | Bim-Bcl-W | Bcl-B Bim block | Rab2 wt GTP | Bcl-2 Bim block | Rac1 wt modul | Rac1 mut GTP
Cc1cc(C)n(C(=O)c2ccc(S(=O)(=O)N3CCOCC3)cc2)n1 | 94 | 98 | 4 | 94 | 4 | 0 | 3 | 95 | -1 | 94 | 94
CCN(Cc1ccccc1)C(=O)COC(=O)CNS(=O)(=O)c1ccc(C)cc1 | 102 | 100 | -14 | 100 | -13 | -10 | -12 | 101 | -2 | 103 | 101
O=C(CN(C(=O)c1ccc(Cl)cc1)C1CCCCC1)Nc1ccc(Cl)c([N+](=O)[O-])c1 | 97 | 98 | 0 | 99 | -12 | -1 | -3 | 98 | -5 | 100 | 98
CC1=C(C(=O)Nc2ccccc2)C(c2sccc2C)n2nnnc2N1 (stereo not given) | 107 | 99 | -3 | 105 | 0 | 0 | 0 | 100 | 0 | 111 | 104
C=CCn1c(SCCOc2ccc(OC)cc2)nnc1C(NC(=O)c1ccc(OC)cc1)C(C)C (stereo not given) | 102 | 101 | -14 | 102 | -12 | 0 | -42 | 100 | -25 | 104 | 98
COc1ccc(Cl)cc1NC(=O)C/C(C)=N/NC(=O)Cc1ccccc1 | ? | ? | 0 | ? | -7 | -1 | 0 | ? | 0 | ? | ?
CCCCC(=O)Nc1cccc(-c2nn3c(C)nnc3s2)c1 | 96 | 99 | -2 | 96 | -7 | 1 | -4 | 96 | -5 | 95 | 91
COc1ccccc1CC(=O)NN1C(=O)c2ccccc2C1=O | 98 | 98 | -4 | 101 | 0 | -1 | -5 | 96 | 0 | 98 | 100
COc1ccc(C2/C(=C(/O)c3ccccc3)C(=O)C(=O)N2c2ncccn2)cc1OC (stereo not given) | 96 | 98 | 2 | 97 | 1 | 1 | 0 | 97 | 4 | 98 | 96
O=c1cc[nH]c2cc(Cl)ccc12 | 103 | 105 | -4 | 104 | -2 | -3 | -3 | 103 | 0 | 106 | 100
COc1cc(C(=O)N(Cc2cc3ccccc3[nH]c2=O)CC2CCCO2)cc(OC)c1OC (stereo not given) | 101 | 100 | 0 | 100 | 3 | 4 | 1 | 101 | 0 | 102 | 101
O=C(Nc1ccn(-c2ccccc2)n1)c1ccc(Cl)cc1 | 102 | 102 | 0 | 102 | 0 | -3 | -1 | 97 | 0 | 102 | 99
CCN(CCCNC(=O)CSc1cc(=O)n(C)c2cc(Cl)ccc12)Cc1ccccc1 | 96 | 102 | -3 | 94 | 0 | -5 | -2 | 96 | -3 | 93 | 92
NS(=O)(=O)c1ccc(CCNC(=O)/C=C/c2ccc([N+](=O)[O-])cc2)cc1 | 94 | 96 | -4 | 93 | 3 | -3 | 0 | 95 | 0 | 94 | 93
O=C(O)/C=C\C(=O)N1CCc2ccccc21 | 100 | 98 | -5 | 97 | -7 | -1 | -6 | 97 | -7 | 102 | 98
COc1ccc(C(Nc2ccccn2)c2oc(CO)cc(=O)c2O)cc1 (stereo not given) | 99 | 96 | -3 | 98 | -5 | 2 | 0 | 97 | 10 | 100 | 101
CC1(C)CC2CC(C)(CN2C(=O)CCCN2C(=O)c3ccccc3C2=O)C1 (stereo not given) | 96 | 96 | 3 | 98 | -6 | 2 | -6 | 97 | -1 | 92 | 96
O=C(Nc1ccc(SC(F)F)cc1)C12CCC(CC1)C2 | 101 | 98 | 23 | 101 | 23 | 12 | 13 | 100 | 17 | 104 | 100
CCc1cc2c(=O)c(-c3cnn(-c4ccccc4)c3)coc2c(CN2CCOCC2)c1O | 109 | 107 | 0 | 109 | -1 | -1 | -3 | 108 | -3 | 109 | 103
COc1ccc(N2C(=O)C3C4C=CC(C5CC45)C3C2=O)c([N+](=O)[O-])c1 (stereo not given) | 98 | 97 | 0 | 99 | -2 | 0 | 0 | 98 | 0 | 100 | 98
O=C(N/N=C/c1ccc(N2CCOCC2)cc1)C1CC1 | 98 | 97 | -1 | 97 | -4 | -1 | -1 | 95 | -1 | 94 | 95
Cc1nc(NCCc2ccc(S(N)(=O)=O)cc2)c2c(C)c(C)sc2n1 | 102 | 95 | -5 | 98 | -8 | -2 | -9 | 96 | -10 | 104 | 98
S=C(NCCCN1CCOCC1)Nc1ccc(Cl)cc1Cl | 103 | 101 | -7 | 99 | 0 | 0 | -15 | 99 | 1 | 104 | 99
N#CC1=C(N)OC2=C(C(=O)CCC2)C1C1C=CCCC1 (stereo not given) | 108 | 100 | -2 | 104 | -2 | -1 | -1 | 104 | -3 | 104 | 101
CN=C1CC(SC)=C1c1ccc(C)cc1 | 99 | 96 | 5 | 99 | 14 | 7 | 16 | 101 | 15 | 103 | 97
CCCCC(=O)c1ccc(O)cc1O | 95 | 98 | -6 | 97 | 2 | -4 | -1 | 96 | -2 | 99 | 93
